# KDM5B inhibitor: Primary screen for KDM5B Histone Demethylases FDH-coupled qHTS | Lysine-specific demethylase 5B (Homo sapiens), Q9UGL1 | KDM5B demethylase, FDH-coupled NADH fluorescence (FDH is formaldehyde dehydrogenase) | Potency, µM (doses to about 57.7 µM), without a hit: at the highest dose activity change, negative = inhibition, most hits filed as inhibitors | actives 2.6% (n = 220,000); active means well fitted inhibition curve with a large enough effect; inconclusive means small, poorly fitted or top-dose-only effect; inactive means no such curve, though single readings can be large or run the other way; further: 0% is about no effect; nearly all actives have a fitted effect of over 70% in size
# Target sequence (Q9UGL1 whole entry, looked up): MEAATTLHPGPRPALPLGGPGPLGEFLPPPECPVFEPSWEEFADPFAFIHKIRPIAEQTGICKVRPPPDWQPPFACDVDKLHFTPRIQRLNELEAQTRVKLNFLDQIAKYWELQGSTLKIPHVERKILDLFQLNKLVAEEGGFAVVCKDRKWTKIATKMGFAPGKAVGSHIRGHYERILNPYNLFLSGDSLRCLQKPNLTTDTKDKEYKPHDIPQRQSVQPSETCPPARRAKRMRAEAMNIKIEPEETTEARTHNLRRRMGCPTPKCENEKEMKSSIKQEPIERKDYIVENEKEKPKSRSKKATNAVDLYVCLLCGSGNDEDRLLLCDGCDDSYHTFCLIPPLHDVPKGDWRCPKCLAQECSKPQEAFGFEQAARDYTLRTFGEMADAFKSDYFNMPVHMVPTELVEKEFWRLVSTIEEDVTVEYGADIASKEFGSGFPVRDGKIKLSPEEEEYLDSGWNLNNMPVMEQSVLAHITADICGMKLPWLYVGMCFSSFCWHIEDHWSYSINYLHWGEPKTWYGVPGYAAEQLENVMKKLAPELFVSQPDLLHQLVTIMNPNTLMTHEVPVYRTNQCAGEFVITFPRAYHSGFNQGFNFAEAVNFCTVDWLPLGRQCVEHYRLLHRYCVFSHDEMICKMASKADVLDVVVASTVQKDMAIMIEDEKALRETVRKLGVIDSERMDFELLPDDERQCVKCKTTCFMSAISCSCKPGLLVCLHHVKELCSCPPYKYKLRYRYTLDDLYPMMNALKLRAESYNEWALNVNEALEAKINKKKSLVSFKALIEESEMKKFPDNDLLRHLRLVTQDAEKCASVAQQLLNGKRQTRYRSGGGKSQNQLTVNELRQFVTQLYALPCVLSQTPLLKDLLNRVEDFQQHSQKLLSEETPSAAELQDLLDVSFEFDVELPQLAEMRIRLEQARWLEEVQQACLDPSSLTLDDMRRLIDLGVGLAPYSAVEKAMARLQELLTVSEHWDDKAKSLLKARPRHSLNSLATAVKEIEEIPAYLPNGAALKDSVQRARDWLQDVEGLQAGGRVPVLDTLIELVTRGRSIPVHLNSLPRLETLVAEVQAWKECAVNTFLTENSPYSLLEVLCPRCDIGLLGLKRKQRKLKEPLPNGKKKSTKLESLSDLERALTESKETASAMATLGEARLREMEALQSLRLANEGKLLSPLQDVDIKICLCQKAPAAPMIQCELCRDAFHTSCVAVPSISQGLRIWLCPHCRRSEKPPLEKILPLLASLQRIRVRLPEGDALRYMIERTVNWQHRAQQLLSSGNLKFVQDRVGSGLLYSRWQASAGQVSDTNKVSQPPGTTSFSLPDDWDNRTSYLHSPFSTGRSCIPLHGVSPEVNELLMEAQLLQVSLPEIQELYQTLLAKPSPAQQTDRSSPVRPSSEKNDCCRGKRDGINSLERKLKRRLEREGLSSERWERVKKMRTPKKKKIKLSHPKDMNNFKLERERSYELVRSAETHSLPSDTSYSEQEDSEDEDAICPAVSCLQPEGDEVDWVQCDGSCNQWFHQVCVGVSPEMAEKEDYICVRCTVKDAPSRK
#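 Here, H3K4me3 peptide (12.5 µM in substrate mix) is demethylated by KDM5BΔAP, 200 nM final, after 10 min compound exposure. Formaldehyde product is coupled through FDH (0.25 U/mL in mix) to NADH fluorescence; 30-min ΔRFU feeds dose-response curves.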
# Numbers without * were called inactive; i = inactive; ? = inconclusive; ! = not confirmed by another sample; [ ] = another dose, or the depositor's remark. Potency means the concentration at half of the fitted maximal effect. Only part of the results is shown; rates above refer to the full screens.
Compound | KDM5B inhibitor
O=C(c1ccsc1)N1CCN(c2nnc3ccc(C(F)(F)F)cn23)CC1 | -11%
CCOc1ccc(NC(=O)CC2C(=O)N(c3ccccc3)C(=O)N2CCc2cccs2)cc1 (stereo unspecified) | -11%
Cc1ccn2c(Nc3ccc(F)cc3)c(-c3ccc(C)o3)nc2c1 | ?
CN(Cc1nc2ccc(F)cc2[nH]1)c1cc(C2CC(O)C2)ncn1 (stereo unspecified) | 20%
COc1ccc(NC(=O)O[C@@H]2CO[C@H]3[C@@H]2OC[C@@H]3NC(=O)c2ccco2)cc1 | -33%[86.2 µM]
CCOc1ccc(NC(=O)CSc2nnc(-c3ccc(OCC)cc3)o2)cc1 | -13%
CC(C)CNCc1ccc(C(=O)O)cc1 | 0%
CCc1ccc2c(c1)-c1ccccc1S(=O)(=O)N2CC(=O)N1CCCCC1 | ?
COCc1cc(C[C@@H]2C[C@H](NS(C)(=O)=O)C2(C)C)no1 | 8%[86.2 µM]
COc1ccc(NC(=O)CC2C(=O)NCCN2C(=O)c2ccc(Cl)cc2)cc1 (stereo unspecified) | 13%
Fc1ccc(OCCc2noc(C3CCCCN3)n2)cc1 (stereo unspecified) | 14%
CCCNC(=O)N[C@@H]1CCC[C@@H](C(=O)N(CC)CC)CC(=O)N(C)C1 | ?
CCCCCCCCCC(=O)Nc1ccc(C)c(C)c1 | -18%
Cc1ccccc1NC1(c2nnnn2-c2ccccc2)CCCC1 | 10%
O=S(=O)(c1ccccc1)c1nnn2c1nc(NCc1ccc(F)cc1)c1ccccc12 | 6%[115 µM]
CCOc1ccccc1NC(=O)Cn1c(=O)n(CCC(=O)NCc2ccc3c(c2)OCO3)c(=O)c2ccccc21 | 0%
CCOc1ccc(N2CC(C(=O)N(C)CC(=O)NCc3ccco3)CC2=O)cc1 (stereo unspecified) | 3%
c1ccc(Nc2nc(NC3CCCCCC3)nc3c2cnn3-c2ccccc2)cc1 | 13%
O[C@H]1CC[C@@H](Cc2cc(-c3ccc(F)cc3)on2)O[C@@H]1CNC1CCCCC1 | 60%[activator][86.2 µM]
COCCOc1ccc(-c2noc([C@@H]3CCCN3C3CCC3)n2)cn1 | -39%[86.2 µM]
Cc1ncc(CN2CCC(CO)(CCOc3ccccc3)CC2)s1 | -14%
CC(C(=O)N1CCOCCNC(=O)CC1)c1ccccc1 (stereo unspecified) | -27%
NC(=O)C(=O)N/N=C/C1CCCCC1 | 28%
COc1ccc(NC(=O)CSc2nnc(Cc3cccs3)n2Cc2ccco2)cc1 | 8%
COc1cc2c(cc1CN1CCn3nc(C(O)CO)cc3C1)OCCO2 (stereo unspecified) | ?
CS(=O)(=O)CC(O)c1cc2n(n1)CCN(c1cncc(C(N)=O)n1)C2 (stereo unspecified) | 25µM*
CCCN1C(=O)CC[C@H]2CN(c3cc(OC)nc(N)n3)CC[C@H]21 | 7%
CCOc1cccc(CC(=O)N2CCc3c([nH]c4ccccc34)C2c2ccccc2)c1OCC (stereo unspecified) | -20%
CCOC(=O)c1cc(S(=O)(=O)N(C)CC(=O)Nc2ccc(F)c(Cl)c2)cn1C | -5%
COCCn1c(SCc2ccccc2)nc2c1c(=O)[nH]c(=O)n2C | 8%
CS(=O)(=O)c1cnc(NCc2ncc[nH]2)nc1C1CCCNC1 (stereo unspecified) | 12%
Clc1ccc(-c2noc(-c3ccccc3)n2)cc1 | 24%
Cc1ccc(C)c(OCC(=O)Nc2ccc(Br)cc2C(=O)O)c1 | 18%
CCOc1ccccc1NC(=O)C(CC)Sc1nc2ccncc2[nH]1 (stereo unspecified) | ?
COc1ccc(C2Nc3ccccc3C(=O)N2c2ccccc2)cc1CN1CCOCC1 (stereo unspecified) | ?
O=C(CSc1ccc(Cl)cc1)N[C@@H]1COCC[C@@H]1OCC1CC1 | 40%
COc1ccc(C(=O)Nc2ccc3oc(-c4ccccc4F)cc(=O)c3c2)cc1OC | -10%
CCOc1ccc(-c2cc3c(=O)n(CCNC(=O)c4ccccc4OC)ccn3n2)cc1 | 32µM*
Cc1ccc2nc(C3CCN(Cc4ccc(C#N)cc4)CC3)[nH]c(=O)c2c1 | 79µM*!
O=C(Cc1ccsc1)N1CCC(c2nc3c(nnn3Cc3c(F)cccc3Cl)c(=O)[nH]2)CC1 | 22%
CCCCNC(=O)c1cccc(C(=O)NCCCC)n1 | 14%
CC1CCN([C@@H]2[C@H](O)[C@H](CO)O[C@@H]2CNC(=O)c2cccs2)CC1 | 3%[86.2 µM]
O=C(NCCc1csc2nc(-c3cccc(F)c3)nn12)c1ccc(Br)o1 | -6%
Cc1cc(=O)oc2cc(NC(=O)N(C)Cc3ccc(O)cc3)ccc12 | i
Cc1ccc(C)c(NC(=O)CCCn2nc(C)c3sc4ccccc4c3c2=O)c1 | -16%
O=C1CC(c2ccccc2)N(C(=O)CNC(=O)c2ccc3ncccc3c2)CCCCCCN1 (stereo unspecified) | 24%
CC(=O)c1ccc(NC(=O)C(C)Sc2nnc(-c3ccco3)n2-c2ccccc2)cc1 (stereo unspecified) | 1%
CCOc1ccc(-c2cc(C(=O)NCCCOC)c3ccccc3n2)cc1 | ?
CCOCCn1c(-n2nc(C)cc2C)nc2c1c(=O)[nH]c(=O)n2C | 28%
O=C(NCCN1CCOCC1)c1cccc(Br)c1 | 10%

# New compounds follow.
Compound | KDM5B inhibitor
O=C(CNC(=O)c1cnccn1)NC1CCCc2c1[nH]c1ccc(Cl)cc21 (stereo unspecified) | -25%
Cc1nc(N2CCCC2)c2c(C(=O)N3CCN(c4ccccc4)CC3)c(C)oc2n1 | 14%
CC(C)c1nc2c(c(-c3ccc(Cl)cc3)n1)CN([S+](=O)([O-])c1ccccc1)CC2 | -10%
O=C(c1ccc(Cn2cccn2)o1)N1CCC2(CC1)[C@H](O)C[C@@H]2O | 43%[activator]
Cc1cnc(CCNC(=O)NCc2ccccc2)n1C1CCC1 | -20%
CCCCNc1nc2c(S(=O)(=O)c3ccc(C)c(C)c3)nnn2c2ccsc12 | ?
CN1CCN(c2ncnc3sc4c(c23)CCN(Cc2ccco2)C4)CC1 | ?
C[C@H]1[C@@H]2[C@@H](O)C([C@H](C)C(=O)N3CCCC3)CC[C@@]2(C)CC[C@@H]1NC(=O)Nc1cccc(F)c1 (stereo partly specified) | -17%
CCCCOC(=O)c1ccc(NC(=O)C(=O)NCCN(C)C)cc1 | 12%
CCCN(Cc1cccs1)C(=O)Nc1ccc(OC)c(OC)c1 | 11%

# Given with values ahead of the structure: part of the list above.
KDM5B inhibitor | molecule
-17% | C[C@H]1[C@@H]2[C@@H](O)C([C@H](C)C(=O)N3CCCC3)CC[C@@]2(C)CC[C@@H]1NC(=O)Nc1cccc(F)c1 (stereo partly specified)
12% | CCCCOC(=O)c1ccc(NC(=O)C(=O)NCCN(C)C)cc1

# Further entries:
Compound | KDM5B inhibitor
O=C(CCCN1C(=O)c2ccccc2C1=O)Nc1nc2ccccc2[nH]1 | 11%
CC(=O)N(Cc1cc2cccc(C)c2[nH]c1=O)C(C)C | -22%
COC[C@H]1C[C@@H](NC(=O)Nc2ccccc2)[C@H](O)[C@@H]1O | 31%[115 µM]
CNC(=O)[C@@H]1C[C@H](Oc2cccnc2)CN1C(=O)Cc1cccc(OC)c1 | 1%
CN(C)S(=O)(=O)N1CCC(N2C(=O)C3(CCCCC3)C2c2ccncc2)CC1 (stereo unspecified) | 18%
O=S(=O)(c1cccc2nsnc12)N1CCCCCC1c1ccccc1Cl (stereo unspecified) | -1%
O=C(CSc1nc2ncccc2[nH]1)c1ccc2c(c1)OCO2 | 11%
CC(=O)N1CCC(NC2(Cc3cc(C(C)(C)O)on3)COC2)CC1 | -10%[86.2 µM]
O=C(Nc1oc2ccc(Cl)cc2c(=O)c1-c1ccccc1)c1ccc([N+](=O)[O-])cc1 | 12%
COc1ccc(CNC(=O)c2cc3cccc4c3n2CC(C)S4)cc1OC (stereo unspecified) | ?
Cc1ccc2cc(CCl)c(Cl)nc2c1C | -13%
O=C(NCC1Cn2cccc2CN1Cc1ccccc1)c1ccncc1 (stereo unspecified) | 28µM*
O=C(c1ccc(S(=O)(=O)N2CCOCC2)cc1)N(Cc1ccco1)C1CCS(=O)(=O)C1 (stereo unspecified) | -12%
COc1ccc(/C=C/C(=O)OC2CCC(C(C)(C)C)CC2)cc1OC (stereo unspecified) | 16%
COc1ccc(NC(=O)CN(C)C(C)C(=O)NC(=O)NC2CCCCC2)cc1 (stereo unspecified) | -11%
Cc1cccc(NC(=O)CC2=C3CCCCC3NC2=O)c1 (stereo unspecified) | -5%
O=C(CN(C1CCCCC1)S(=O)(=O)c1ccccc1)N1CCOCC1 | 14%
Cc1cccc(-n2c(CNC(=O)c3cccc(F)c3)nnc2SCC(=O)Nc2ccccc2F)c1 | 4%
CCn1cc(S(=O)(=O)N2CCC(C(=O)N3CCCCCCNC(=O)CC3)CC2)cn1 | -5%
CC(C)NS(=O)(=O)c1cc(C(=O)O)cc(-c2ccc3c(c2)OCO3)c1 | 9%
Cc1nn2c(c1-c1ccccc1C(C)C)N(C(=O)c1ccnn1C)CCC2 | -20%[86.2 µM]
COc1cc(NC(=O)c2nn(C)c(=O)c3ccccc23)cc(OC)c1OC | 12%
COC(=O)C1=CNC=C(C(=O)OC)C1c1cccc(Br)c1 | ?
CC1CCN(CCCNC(=O)c2ccc3c(Cl)c4c(nc3c2)CCCC4)CC1 | 40%
CS(=O)(=O)N1CCC(C2CCN(C3CCSCC3)C2)CC1 (stereo unspecified) | ?
CCN(CC)Cc1nc(C2(O)CCN(Cc3ccccc3O)CC2)cs1 | 3%[86.2 µM]
CCN(c1ccccc1)S(=O)(=O)c1cc(C(=O)O)cc2c1CCC2 | -7%
COC(=O)c1cccc(N=Cc2cc(Cl)ccc2O)c1 | 17%
O=C1[C@@H]2C[C@@H](CN2Cc2ccccc2)Oc2ccccc2N1Cc1ccccc1 | ?
CCOc1ccc(NC(=O)Cn2c(=O)n(C)c(=O)c3sc(N4CCCC4)nc32)cc1 | 15%

# 7 structures from above, ordered by length of the SMILES, ascending.
Compound | KDM5B inhibitor
Clc1ccc(-c2noc(-c3ccccc3)n2)cc1 | 24%
CC(C(=O)N1CCOCCNC(=O)CC1)c1ccccc1 (stereo unspecified) | -27%
CS(=O)(=O)N1CCC(C2CCN(C3CCSCC3)C2)CC1 (stereo unspecified) | ?
O=C(CN(C1CCCCC1)S(=O)(=O)c1ccccc1)N1CCOCC1 | 14%
Cc1nn2c(c1-c1ccccc1C(C)C)N(C(=O)c1ccnn1C)CCC2 | -20%[86.2 µM]
CCOC(=O)c1cc(S(=O)(=O)N(C)CC(=O)Nc2ccc(F)c(Cl)c2)cn1C | -5%
Cc1cccc(-n2c(CNC(=O)c3cccc(F)c3)nnc2SCC(=O)Nc2ccccc2F)c1 | 4%

# (further entries)
Compound | KDM5B inhibitor
CCc1cccc(C)c1Nc1nc(N)c(C(=O)c2ccc(OC)cc2)s1 | -29%
O=C(c1ccccc1)N1CCC2(C1)C(=NC1CCCCC1)NC(=O)N2c1cc(F)cc(F)c1 (stereo unspecified) | 8%[115 µM]
COc1cc(NC(=O)C2(C)CCCCC(=O)N2)cc(OC)c1 (stereo unspecified) | 18%
Cc1cccc(C(=O)Nc2ccc3nsnc3c2)c1 | ?
CC(C(N)=O)N1CCn2nc(CCC(=O)N3CCOCC3)cc2C1 (stereo unspecified) | ?
CN1C(=O)Cc2cc(S(=O)(=O)CCC(=O)Nc3ccc(F)c(Cl)c3)ccc21 | -3%
Cc1nn(CC(=O)Nc2ccc3c(c2)nc(CCN2CCOCC2)n3C)c(=O)c2ccccc12 | 0%
Cn1nccc1CN1CCn2c(nn(-c3ccc(Cl)cc3)c2=O)C1 | 19%[115 µM]
CC(C)(C)OC(=O)N1CCC(c2c(C(=O)N3CCN(Cc4ccccc4)CC3)cnn2-c2cccc(Cl)c2)CC1 | -16%
CCOc1ccc(CCNC(=O)CCn2c(=O)c3cccn3c3ccc(F)cc32)cc1OCC | 9%
CC(C)N(C(=O)CSc1cn(CC(=O)N2CCCCCC2)c2ccccc12)C(C)C | -26%
COCC1CN(C)CC12CCN(S(=O)(=O)c1ccc3c(c1)OCCO3)CC2 (stereo unspecified) | ?
O=S(=O)(Nc1ncccn1)c1ccc(NC(=S)Nc2ccccc2Cl)cc1 | -16%
O=C(c1cc(C2=NNC(=Nc3ccccc3F)SC2)c[nH]1)N1CCCC1 | -22%
COc1ccccc1CNC(=O)c1ccc2[nH]c(C)c(C)c2c1 | -20%
Cc1ccc(C(=O)N[C@H]2C[C@@H](c3nc(-c4ccc5c(c4)OCO5)no3)N(C)C2)cc1 | 37%[activator][86.2 µM]
COc1ccc(NC(=O)N2CCN(c3nc(C)cc(Nc4ccc(C)cc4)n3)CC2)cc1 | ?
F[C@@H]1CN(CC2CC2)C[C@@H]1OCc1nc2ccccc2o1 | ?
Cc1ccc(C)c(C(=O)N2CCCC(n3cc(-c4noc(C)n4)nn3)C2)c1 (stereo unspecified) | -6%
Cc1ccc(CN2CCc3oc(C)c(C(=O)NCCN4CCCCC4)c3C2)cc1 | ?
CCn1c(=O)c2c(cc(C)n2C)n(CC(=O)Nc2ccc(F)cc2F)c1=O | 8%
COc1ccc(C(=O)N2CCOC3(CCN(C(=O)C(N)c4ccccc4)CC3)C2)cc1 (stereo unspecified) | -13%[115 µM]
CSCC(=O)N[C@H]1CCN2C(=O)N(c3cccc(SC)c3)C(=O)[C@@H]2C1 | 6%[86.2 µM]
CN(Cc1cccnc1)c1nc2c(c(=O)[nH]1)CCN(CCc1ccccc1)CC2 | -28%
Cc1ccc(CC(=O)N2CCC(c3n[nH]c(=O)n3-c3ccc(C)cc3)CC2)cc1 | 20%
